CXCR6 inh – CXCR6 receptor inhibitors, primary screen, cell-based, beta-arrestin, luminescence, CHO-K1 PathHunter, 1536-well | C-X-C chemokine receptor type 6 (Homo sapiens), O00574 | inhibition, % at 20 µM | 360,000 compounds, 0.36% hits | AID 602244, 2012; in the data active = inhibition above about 34%, passing the limit was not always enough;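 note: antagonist mode with CXCL16 agonist at 10 nM final; 0% = 10 nM CXCL16 with DMSO and 100% = unstimulated wells without agonist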
Target sequence (O00574 whole entry, looked up): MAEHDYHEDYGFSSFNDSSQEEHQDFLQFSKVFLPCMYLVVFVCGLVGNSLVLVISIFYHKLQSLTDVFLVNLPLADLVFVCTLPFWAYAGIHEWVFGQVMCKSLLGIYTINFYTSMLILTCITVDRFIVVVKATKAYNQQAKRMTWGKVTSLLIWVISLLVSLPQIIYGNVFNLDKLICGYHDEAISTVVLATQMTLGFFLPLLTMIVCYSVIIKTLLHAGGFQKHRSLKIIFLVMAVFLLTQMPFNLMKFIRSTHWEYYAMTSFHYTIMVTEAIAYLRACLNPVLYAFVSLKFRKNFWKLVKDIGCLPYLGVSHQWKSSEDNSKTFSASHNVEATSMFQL
* marks the source's active call; other numbers are inactive results.

CXCR6 inh	mol
9	O=C(c1ccco1)N1CCN(C2CN(C3CCCCC3)S(=O)(=O)C2)CC1 (stereo unspecified)
-1	Nc1nc(CCl)nc(Nc2ccc3ccccc3c2)n1
-3	Cc1ccc(S(=O)(=O)N2CCC(C(=O)Nc3nnc(COc4ccccc4)s3)CC2)cc1
5	CCc1nc2ccc(C(=O)Nc3ccc(C(=O)N(C)C)cc3)cn2c1N(C)CCCc1ccccc1
-7	Cc1cc(NC(=O)c2ccc(S(=O)(=O)N3CCCC3)cc2)nc2c1c(=O)oc1ccccc12
6	CCNC(=O)C1(C)CCCN(CCOc2ccc(Cl)cc2)C1 (stereo unspecified)
4	CC1(C(=O)NS(=O)(=O)c2ccc(C#N)cc2)CCN1C(=O)Cc1ccsc1 (stereo unspecified)
-1	O=c1[nH]cnc(O)c1Nc1cccc(Cl)c1
-14	COc1ccc(-c2ccc(C(=O)N3CCOCC3)c3occc23)c(C)c1
3	Nc1ncnc2c1ncn2[C@@H]1O[C@H](C(=O)N[C@H]2c3ccccc3C[C@H]2OC=O)[C@@H](O)[C@H]1O
-4	OC(c1cccc(Cl)c1)c1nc(-c2ccccc2)cs1 (stereo unspecified)
-10	Cc1ccc(C(=O)Nc2nc(C(N)Cc3ccc(C(F)(F)F)cc3)cs2)cc1 (stereo unspecified)
0	CCOC(=O)C1=CCCN(S(=O)(=O)c2ccc(C)cc2)C1
4	CCNC(=O)C1(C)CCN(Cc2csc(-c3ccccc3)n2)C1 (stereo unspecified)
7	CCOc1ccc(-c2cnc3cccnn23)cc1
9	COc1ccccc1CNc1nc2cc(-c3ccsc3)sc2c(=O)n1C
-5	Cc1nc(C)c(C(=O)C2=C(O)C(=O)N(CCCn3ccnc3)C2c2ccccc2)s1 (stereo unspecified)
14	O=C1NC(=S)SC1=Cc1ccccc1Cl
-5	Cc1n[nH]c2ccc(Br)cc2c1=O
4	COc1cccc(-c2cc(NC=O)c3ncc(-c4ccc(C(C)=O)cc4)n3c2)c1
-15	COc1cc(C(O)c2nc(-c3ccc(F)cc3OC)cs2)ccc1F (stereo unspecified)
1	CC(C)C(c1nnnn1C(C)(C)C)N1CCC(Cc2ccccc2)CC1 (stereo unspecified)
8	N#Cc1c(-c2ccc(Cl)cc2)c(-c2ccc(Cl)cc2)nn(CCO)c1=O
-1	COc1cc(CNC(=O)c2cnccn2)cc(OC)c1
-16	Cc1ccc2c(c1)=N/C(=N\c1[nH]c(O)c3ccccc13)N=2
13	COc1ccc(C=CC(=O)c2ccc(OC)c(OC)c2O)cc1OC
16	CCOC(=O)/C(=C/c1ccc(OC(F)F)cc1)C1=Nn2c(nnc2-c2ccc(Cl)cc2)SC1
1	COc1ccc(CNCCCn2cnc3c(SC)ncnc32)cc1
-2	O=C(O)c1ccc(NC(C(=O)c2ccccc2)c2ccccc2)cc1 (stereo unspecified)
-16	COc1cccc(CNC(=O)[C@@H]2CCCN2C(=O)[C@@H]2CCCN2C(=O)c2cccc(OC)c2)c1
1	COC(=O)[C@]12CCCCC=C1N(Cc1cccc3ccccc13)C(=O)[C@H](CC(=O)N1CCCC1)C2
-1	CC(C)C(=O)N1CCC1(C)C(=O)Nc1cc(-c2ccccc2)nn1C (stereo unspecified)
5	COc1ccccc1S(=O)(=O)N(C)C[C@H]1OCc2cnnn2CCCC(=O)N([C@@H](C)CO)C[C@H]1C
-4	CN(Cc1ccccc1)C(=O)c1cccc(NC(=O)Cc2ccc(NC(=O)C3CCN(C(=O)C4CCCCC4)CC3)cc2)c1
9	CCCS(=O)(=O)NC(=O)C1(C)CCN(C(=O)c2ccc(F)c(C)c2)C1 (stereo unspecified)
-2	NC(=O)C1CCN(C(=O)c2ccc(Cl)c(NC(=O)c3cccs3)c2)CC1
6	CCCCC(=O)N(C)c1c(CC)nc2c(OCC=C(C)C)cccn12
-4	CCCNC(=O)C1(C)CCCN(C(=O)c2sccc2C)C1 (stereo unspecified)
0	CCOC(=O)C1(C)CCN1C(=O)c1ccoc1 (stereo unspecified)
1	Cc1cc(C)n(Cc2ccc(Cl)c(Cl)c2)c(=O)c1S(=O)(=O)c1ccccc1
4	C#Cc1ccc(NC(=O)C2(C)CCN2C(=O)CC(c2ccccc2)c2ccccc2)cc1 (stereo unspecified)
4	CC(C)C[C@H]1CNC(=S)N1CC1CCCN1C[C@H](Cc1ccccc1)N1C[C@H](Cc2ccc(O)cc2)N(CC2CCCCCC2)C1=S (stereo partly specified)
1	CC1=C(C(=O)N2CCCCCC2)CC(CC(=O)NCCCN(C)C)C(=O)N1Cc1ccc(C(C)(C)C)cc1 (stereo unspecified)
-3	C#CCOCCOCCOCCNc1nc(N2CCN(C(=O)Cn3cc(CCCN=C(N)N)nn3)CC2)nc(N2CCN(C(=O)Cn3cc(CC(C)O)nn3)CC2)n1 (stereo unspecified)
-4	CC(O)C(NS(=O)(=O)c1ccc(Cl)cc1)C(=O)OCC(=O)c1ccc2c(c1)NC(=O)CO2 (stereo unspecified)
-1	O=C(CCc1nc2ccccc2c(=O)[nH]1)Nc1ccccc1N1CCCCC1
2	COc1ccc(C2CCCCCN2C(=O)C2CCN(S(=O)(=O)c3ccc(C)cc3)CC2)cc1 (stereo unspecified)
-3	COC(=O)c1sc2nc(-c3ccccc3)nc(N3CCN(C)CC3)c2c1C
-2	O=C(NC1CCN(Cc2ccccc2)CC1)c1cc(S(=O)(=O)N2CCOCC2)ccc1Cl
-3	CC(C)c1cc(N=O)cc(C(C)C)c1O
-7	O=[N+]([O-])c1cc(CN2CCCC2)c2cccnc2c1O
-12	O=C(NCc1cccnc1)c1cc(C2CCCN(C(=O)c3cccs3)C2)on1 (stereo unspecified)
-5	O=C(CSc1nnc(-c2ccccc2F)n1C1CC1)N1CCCC1
-3	Nc1ccc(O)cc1C(=O)OCC(=O)c1ccc(C2CCCCC2)cc1
8	COc1ccc(CNC(=O)C2(C)Cc3c(-c4ccc(N(C)C)cc4)ccnc3O2)cc1OC (stereo unspecified)
15	CCc1nc2c(OCc3ccc(Cl)cc3Cl)cccn2c1N(C=O)Cc1ccc(OC)cc1
0	NC1=CC(=O)C(=O)c2ccccc21
0	Fc1cccc(Cl)c1C1SCc2nc3ccccc3n21 (stereo unspecified)
20	CCCC(=O)OCC(=O)Nc1ccc(N=Nc2ccccc2)cc1
-3	COC(=O)[C@H](Cc1ccccc1)NCCCn1cnc(C(=O)Nc2ccc(C)c(C)c2)n1

Some of the entries so far, bar-delimited:
molecule | CXCR6 inh
CC1=C(C(=O)N2CCCCCC2)CC(CC(=O)NCCCN(C)C)C(=O)N1Cc1ccc(C(C)(C)C)cc1 (stereo unspecified) | 1
C#CCOCCOCCOCCNc1nc(N2CCN(C(=O)Cn3cc(CCCN=C(N)N)nn3)CC2)nc(N2CCN(C(=O)Cn3cc(CC(C)O)nn3)CC2)n1 (stereo unspecified) | -3
CC(O)C(NS(=O)(=O)c1ccc(Cl)cc1)C(=O)OCC(=O)c1ccc2c(c1)NC(=O)CO2 (stereo unspecified) | -4
O=C(CCc1nc2ccccc2c(=O)[nH]1)Nc1ccccc1N1CCCCC1 | -1
COc1ccc(C2CCCCCN2C(=O)C2CCN(S(=O)(=O)c3ccc(C)cc3)CC2)cc1 (stereo unspecified) | 2
COC(=O)c1sc2nc(-c3ccccc3)nc(N3CCN(C)CC3)c2c1C | -3
O=C(NC1CCN(Cc2ccccc2)CC1)c1cc(S(=O)(=O)N2CCOCC2)ccc1Cl | -2
CC(C)c1cc(N=O)cc(C(C)C)c1O | -3
O=[N+]([O-])c1cc(CN2CCCC2)c2cccnc2c1O | -7
O=C(NCc1cccnc1)c1cc(C2CCCN(C(=O)c3cccs3)C2)on1 (stereo unspecified) | -12
O=C(CSc1nnc(-c2ccccc2F)n1C1CC1)N1CCCC1 | -5
Nc1ccc(O)cc1C(=O)OCC(=O)c1ccc(C2CCCCC2)cc1 | -3
COc1ccc(CNC(=O)C2(C)Cc3c(-c4ccc(N(C)C)cc4)ccnc3O2)cc1OC (stereo unspecified) | 8
CCc1nc2c(OCc3ccc(Cl)cc3Cl)cccn2c1N(C=O)Cc1ccc(OC)cc1 | 15
NC1=CC(=O)C(=O)c2ccccc21 | 0

An excerpt from above in order of the CXCR6 inh value, lowest first:
CXCR6 inh	mol
-3	CC(C)c1cc(N=O)cc(C(C)C)c1O
8	COc1ccc(CNC(=O)C2(C)Cc3c(-c4ccc(N(C)C)cc4)ccnc3O2)cc1OC (stereo unspecified)
20	CCCC(=O)OCC(=O)Nc1ccc(N=Nc2ccccc2)cc1

(listing goes on)
CXCR6 inh	mol
5	CCCc1nc2ccc(C)cn2c1Cc1ccccc1OC
10	CCOc1ccc(NC(=O)CN(C)C(=O)c2cc([N+](=O)[O-])ccc2Sc2ccccc2)cc1OCC
0	CCCOc1cccn2c(N(C)C(=O)c3ccccc3F)c(CC)nc12
-10	CCCc1cc(CN2CCOCC2)c(O)c(CN2CCOCC2)c1O
2	CC(CC(=O)c1ccc(F)cc1)N1CCN(c2ccccc2)CC1 (stereo unspecified)
4	COc1ccc(NC(=O)c2cnc3ccccn3c2=O)c(OC)c1
2	CC1(C(=O)O)CCN1C(=O)c1cccc(OC(F)(F)F)c1 (stereo unspecified)
10	Oc1ccc(/C=N/NC(=S)Nc2cccnc2)c(O)c1O
-10	Cn1c(N)cc(=O)[nH]c1=S
-7	Cc1ccc(-c2ccccc2C2=CC(=O)CC(C)(C)C2=O)cc1
13	CN(C)C(=S)NC(=S)Nc1ccc2ccccc2c1
-14	COCCN1C(=O)CCC1(C)C(=O)Nc1ccc2ccccc2c1 (stereo unspecified)
-5	Cc1ccc(-n2cnc3c(=O)[nH]cnc32)cc1
-6	Cc1ccc(CN2CC(N3CCC(Cc4ccccc4)CC3)CS2(=O)=O)cc1 (stereo unspecified)
7	COCCNC(=S)Nc1ccc(N2CCOCC2)c(S(=O)(=O)Nc2ccc(Cl)cc2)c1
5	Cc1ccc(CNC(=O)CNC(=S)N(Cc2ccccc2)Cc2ccccc2F)cc1
4	O=S(=O)(Nc1c(S(=O)(=O)c2ccccc2)c2nc3ccccc3nc2n1C1CCCCC1)c1ccccc1
-6	COc1cc(NC(=O)CCn2c(=S)[nH]c3ccccc3c2=O)cc(OC)c1OC
1	CCCCC(CCc1ccccn1)C(=O)c1ccccc1 (stereo unspecified)
-1	CCNC(=O)N(C)c1c(CC)nc2ccc(C(=O)Nc3cccc(OCC(=O)N(C)C)c3)cn12
0	CNC(=O)C1(C)CCN1C(=O)c1ccccc1CCc1ccccc1 (stereo unspecified)
19	C=CCn1cccc(/C=C/C(=O)c2ccc(C(C)(C)C)cc2)c1=S
-8	O=c1[nH][nH]c2c1[C@H](c1ccc(Cl)cc1)O[C@H](C1CC1)C2
-9	CC(C)(C)S(=O)N1Cc2cc(C(=O)N3CCc4ccccc4C3)nc(-c3cccc(-c4cccnc4)c3)c2[C@@H]1CCO (stereo partly specified)
7	O=c1[nH]cnc2c1nnn2C1OC(CO)C(O)C1O (stereo unspecified)
0	O=C1NC(=O)C(Cc2ccccc2)(c2ccccc2)N1 (stereo unspecified)
-3	CCOC(=O)Nc1nc2ccc(Cn3cccc3)cc2[nH]1
-1	C[C@H](CO)N1C[C@H](C)[C@@H](CN(C)S(=O)(=O)c2ccc(Oc3ccccc3)nc2)OCc2cn(nn2)CCCC1=O
0	CCCCc1c(Cc2cccc(F)c2)ncn1CCc1ccccc1OC
-6	CC(C)NC(=O)c1cc(C2CCCCN2C(=O)c2ccc(Cl)cc2)on1 (stereo unspecified)
-15	NC(Cc1ccc(F)cc1)c1csc(NC(=O)NC(c2ccccc2)c2ccccc2)n1 (stereo unspecified)
9	COc1ccc(S(=O)(=O)NC(=O)C2(C)CCN2C(=O)CC2CCCC2)cc1 (stereo unspecified)
4	CCc1nc2ccc(C(=O)N(CC)CCN(C)C)cn2c1N(CC)C(=O)NCCc1ccccc1
-4	CC(C)[C@@H]1Cc2[nH][nH]c(=O)c2[C@H](C)O1
-4	CCc1ccc2[nH]c(C(=O)Nc3ccc(C)c(F)c3)cc2c1
9	O=C(Nc1cccc(Cl)c1)c1csc([C@@H]2O[C@H](CO)[C@H](O)[C@H](O)[C@H]2O)n1
5	CCCCN(C(=O)c1cc(CN2C(=O)c3ccccc3C2=O)ccc1OC)c1c(N)n(CC(C)C)c(=O)[nH]c1=O
77*	O=[N+]([O-])c1c(NCCCO)cc(Sc2ccc(Cl)cc2)c2nonc12
-6	Cc1nn(-c2nccs2)c2c1C(=O)CC(C)(C)C2Br (stereo unspecified)
16	COCCCNC(=O)C(C#N)c1nc2ccccc2nc1N1CCN(Cc2ccccc2)CC1 (stereo unspecified)
5	CNC[C@H]1OCc2ccccc2-c2ccccc2C(=O)N([C@@H](C)CO)C[C@H]1C
-6	CN1c2ccccc2SC2C(c3ccccc3)=NOC21 (stereo unspecified)
1	CS(=O)(=O)c1ccc(Nc2nc(C(N)Cc3ccc(Cl)cc3)cs2)cc1 (stereo unspecified)
-3	O=C1NC(Cc2ccc(O)cc2)c2nc3ccc(F)cc3c(=O)n2-c2cc(Cl)ccc21 (stereo unspecified)
1	CC1(C)OC(=O)C2=C(C[C@@H](CCC(F)(F)F)O[C@H]2c2ccc(F)cc2)O1
-10	COC(=O)c1c(NC(=O)c2ccccc2C(=O)O)sc2c1CCCC2
3	O=C(NCc1ccc(F)c(F)c1)c1ccc(-c2ccc(F)c(F)c2)c2ccoc12
-3	CC1(C)CN(c2ccccc2)C(=O)[C@H]1CC(=O)Nc1ccccc1
9	O=C(NCc1ccncc1)C1Cc2c(-c3ccccc3Oc3ccccc3)ccnc2O1 (stereo unspecified)
5	Cc1ccc(F)c(S(=O)(=O)NC(=O)C2(C)CCN2C(=O)COc2ccc(Cl)cc2)c1 (stereo unspecified)
0	Cc1ccc(C2(C)NC(=O)N(CC(=O)N3CCN(S(=O)(=O)c4ccccc4[N+](=O)[O-])CC3)C2=O)cc1 (stereo unspecified)
2	COc1ccccc1-c1ccc2c(c1)C(C)(Cc1ccc(Cl)c(Cl)c1)C(=O)N2 (stereo unspecified)
-1	COc1ccccc1NOC(=O)CCOc1ccccc1
1	Cc1ccccc1NC(=O)CSc1nccn1Cc1ccco1
-1	Nc1ncnc2c1ncn2[C@@H]1O[C@H](C(=O)Nc2ccc(C(=O)N3CCCCC3)cc2)[C@@H](O)[C@H]1O
-1	Nc1ccn([C@@H]2O[C@H](CNCc3cc(Br)ccc3OCc3ccccc3)[C@@H](O)[C@H]2O)c(=O)n1

Assay outcomes (PubChem BioAssay)

This is a subset; rates above refer to the full screens.
